Screening data: PubChem BioAssay, several laboratories
XIAP displacement: small molecules displacing peptide from XIAP – biochemical, IAP family, fluorescence polarization (AID 1018); XIAP BIR domain, fluorescence polarization peptide displacement; higher % means a stronger effect; displacement, % at 20 µM, or IC50 in µM where a hit was titrated; 200,000 compounds, 0.007% hits; in the data active means displacement above about 50%; further: a part of the inactive calls stands beside numbers as strong as those of hits
LYP inhibition: inhibitors of LYP phosphatase, biochemical, fluorescence intensity, uHTS (AID 1779); recombinant LYP phosphatase, fluorescence intensity; higher % means a stronger effect; one-dose inhibition, % at 11.5 µM; IC50 in µM for titrated hits; 290,000 compounds, 0.054% hits; in the data active means inhibition above about 50%;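 further: plate controls were vehicle with enzyme for no effect and no enzyme for full effect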
AID2073: inhibitors of Mint1-CaV2.2 protein interaction, biochemical, HTRF (AID 2073). HTRF protein-protein interaction, Mint1-CaV2.2; higher % means a stronger effect. inhibition, % at 20 µM; hits with a dose series show IC50 in µM. 290,000 compounds, 0.19% hits; in the data active means inhibition mostly above about 51%, no sharp cut-off; inconclusive means no clear call, values can overlap the other calls; inactive means mostly below about 53%; further: some results filed as inactive read as strong as hits
Large T inhibition: SV40 large T antigen inhibitors, biochemical (AID 1903) | SV40 large T antigen ATPase/helicase inhibition assay; higher % means a stronger effect | one-dose inhibition, % at 20 µM; IC50 in µM for titrated hits | 310,000 compounds, 0.39% hits; in the data active means a potency from the dose series; inconclusive means inhibition mostly from about 32% at the one dose, without a potency; inactive means the rest, 99 in 100 with inhibition below about 32%; further: strong numbers were not always called active
Rac1 GTP hydrolysis: MgcRacGAP GTPase-activating activity inhibitors, confirmation, biochemical, ADP Hunter fluorescence; MgcRacGAP-stimulated Rac1 GTP hydrolysis, ADP Hunter fluorescence; higher % means a stronger effect; GST-tagged Rac1 F28L mutant substrate; 340,000 compounds, 0.6% hits; AID 624330; inhibition, % at 30 µM; hits with a dose series show IC50 in µM;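 active means first-screen hits whose inhibition reached a set limit at any dose in the follow-up dose series; inconclusive means inhibition above the set first-screen limit but never retested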;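 further: fluorescence reports GDP produced by GAP-driven GTP hydrolysis; strong numbers were not always called active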
RSV antiviral HEp-2: inhibition of RSV-induced cytopathic effect – HEp-2 cells, primary 10 µM value included (AID 2391) | HEp-2 cells, RSV-induced CPE inhibition; higher % means a stronger effect | CPE inhibition, % at 10 µM, or IC50 in µM where a hit was titrated | 310,000 compounds, 0.13% hits; in the data active means a potency from the dose series; inconclusive means CPE inhibition mostly from about 23% at the one dose, without a potency; inactive means the rest, 99 in 100 with CPE inhibition below about 21%; further: strong numbers were not always called active
HIV peptide binding: cell-free HIV fusion peptide-binding blockers – biochemical, uHTS, fluorescence dequenching, primary screen (AID 1986) | cell-free peptide binding, fluorescence dequenching, 30 min; higher % means a stronger effect | inhibition, % at 20 µM, or IC50 in µM where a hit was titrated | 290,000 compounds, 0.3% hits; in the data active means inhibition mostly above about 52%, no sharp cut-off; inactive means mostly below about 76%; further: some results filed as inactive read as strong as hits
Dengue-2 NS5 capping: flavivirus cap methylation enzyme inhibition – biochemical, confirmation dose response, primary screen (AID 588689) | Dengue-2 NS5 methyltransferase capping enzyme assay, biochemical; higher % means a stronger effect | inhibition, % at 25 µM, or IC50 in µM where a hit was titrated | 340,000 compounds, 0.3% hits; in the data active means a potency from the dose series; inconclusive means inhibition above about 29% without an active follow-up result
Siah-1 displacement: Siah-1 peptide-binding antagonists, primary screen, biochemical, fluorescence polarization, rhodamine-plectin, uHTS (AID 1817). Siah-1 / rhodamine-plectin peptide fluorescence polarization; higher % means a stronger effect. one-dose displacement, % at 20 µM; IC50 in µM for titrated hits. 290,000 compounds, 0.02% hits;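 active means displacement of at least 50% at 20 µM, with a fluorescence ratio check between 0.3 and a set limit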;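 further: plate controls were Siah plus tracer with DMSO for no effect and tracer alone without Siah for full effect; strong numbers were not always called active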
Dengue-2 NS5 capping pilot replicate: further read-out of Dengue-2 NS5 capping, marked with its call; inhibition, %; measured here: pilot screen replicate inhibition
Active calls of the source: *; ? = inconclusive; · = not tested or not shown.

SMILES	XIAP displacement	LYP inhibition	AID2073	Large T inhibition	Rac1 GTP hydrolysis	RSV antiviral HEp-2	HIV peptide binding	Dengue-2 NS5 capping	Siah-1 displacement	others
COc1ccc(C(=O)NC2CCN(C(=S)Nc3ccc(C)c(C)c3)CC2)cc1	-7.4%	-5%	-19%	5%	0%	1.9%	1.4%	·	8%
O=C(NCc1ccccc1)c1ccc(=O)[nH]n1	-3.0%	-2%	-6%	15%	15%	3.6%	-1.7%	·	1%
COc1ccc(/C=C/C(=O)OCC(=O)Nc2ccc(S(N)(=O)=O)cc2)cc1OC	-9.1%	-1%	27%	6%	6%	1.1%	-1.4%	-9%	-2%
COC(=O)c1ccc(CN(c2ccccc2OC)S(=O)(=O)c2cccs2)o1	-11%	5%	-11%	0%	-6%	2.4%	-2.8%	·	3%
CCCN(C(=O)c1cccc(S(=O)(=O)N2CCN(Cc3ccccc3)CC2)c1)C1CCS(=O)(=O)C1 (stereo not drawn)	·	·	·	7%	5%	0.9%	·	-1%	·
CCOC(=O)c1cn(Cc2ccccc2)nn1	-1.8%	-6%	43%	1%	4%	2.1%	-4.0%	-5%	-2%
Cc1ccc2nc(SCC(=O)Nc3ccc(F)cc3F)nc(=O)n2c1	·	·	·	21%	7%	0.2%	·	-4%	·
Cc1cccc2cc(CN(CCCO)C(=O)Nc3ccccc3Cl)c(=O)[nH]c12	-2.4%	-1%	1%	3%	7%	2.3%	-1.4%	-1%	4%
CN(C(=O)c1cccc(Cl)c1)C1CCCN(Cc2ccccc2F)C1 (stereo not drawn)	·	-7%	-3%	27%	-7%	0.5%	1.5%	-2%	11%	Dengue-2 NS5 capping pilot replicate=0.6
CCOC(=O)c1[nH]c(C)c(/C(O)=C2\C(=O)C(=O)N(CCN(C)C)C2c2ccco2)c1C (stereo not drawn)	-18%	0%	-9%	·	6%	1.4%	3.6%	0%	-1%
CCCCOC(=O)C1=C(C)Nc2ncnn2C1c1cccc(OC)c1OC (stereo not drawn)	-4.5%	-2%	-4%	-5%	5%	-0.5%	-1.0%	-2%	-3%	Dengue-2 NS5 capping pilot replicate=-2.7
O=C1Nc2ccccc2C12Nc1ccccc1S2 (stereo not drawn)	-5.0%	-8%	-1%	-4%	·	2.1%	5.9%	·	-6%
COc1ccc(C(=O)Nc2cccc(NC(=O)c3cccs3)c2)cc1	·	-8%	-5%	1%	5%	3.5%	0.4%	-2%	-4%
COCCNC(=O)CSc1nc2cc(OC)c(OC)cc2c(=O)n1Cc1ccco1	-1.5%	-7%	-17%	0%	5%	0.6%	-4.0%	0%	-2%
COCCCNC(=S)NC(=O)c1ccccc1	-4.9%	-5%	8%	10%	4%	0.3%	-1.4%	-4%	15%
COc1ccccc1NC(=O)C(Cc1ccc(Cl)cc1)c1nn[nH]n1 (stereo not drawn)	-5.2%	1%	12%	15%	5%	2.8%	3.0%	3%	0%
O=C(CCn1nnc2ccccc21)N1CCN(c2ccccc2)CC1	-4.3%	-10%	1%	0%	6%	0.6%	-0.8%	-8%	8%
Cc1ccc(NC(=O)CSc2nc(N)cc(=O)[nH]2)cc1S(=O)(=O)N1CCOCC1	·	1%	-3%	5%	8%	-0.1%	1.2%	-3%	0%
Oc1ccc(O)c(/C(=N/Nc2ccccc2)c2ccccc2)c1	·	-6%	-11%	7%	·	2.2%	-0.9%	·	-6%
COc1ccc2cc(C(=O)N3CCN(Cc4ccc5c(c4)OCO5)CC3)[nH]c2c1	·	-3%	15%	10%	11%	22%	-1.2%	14%	-4%
CCOc1ccccc1NC(=O)c1cccc(N2C(=O)CCC2=O)c1	·	-4%	7%	11%	6%	0.9%	3.2%	1%	-4%
Clc1ccc(-c2cc(C3CCNCC3)[nH]n2)cc1	-9.8%	-2%	11%	25%	8%	-2.8%	-1.1%	2%	0%
Cc1cccnc1NC(=O)c1ccccc1-c1ccccc1C(=O)Nc1ncccc1C	-8.6%	-6%	-2%	-2%	6%	0.1%	0.5%	-1%	-7%
O=C(Nc1nncs1)C1CC(=O)N(CCc2ccc(F)cc2)C1 (stereo not drawn)	·	-6%	-8%	-1%	3%	2.2%	4.4%	-5%	-6%
COc1ccc(C(=O)COC(=O)c2ccc3c(c2)NC(=O)CS3)c(OC)c1	·	·	·	7%	4%	-2.2%	·	-3%	·
O=c1c2ccccc2cnn1Cc1n[nH]c(=S)n1-c1ccccc1	-7.6%	-4%	-22%	10%	0%	1.2%	-1.3%	-4%	1%
O=C(c1ccc(SCc2ccco2)c([N+](=O)[O-])c1)N1CCOCC1	1.0%	-5%	-9%	-2%	6%	-0.5%	-0.3%	-4%	1%
CCOC(=O)C1=C(CC)OC(N)=C(C#N)C1c1ccc(F)cc1F (stereo not drawn)	-3.3%	-6%	1%	-12%	2%	0.5%	-0.2%	4%	2%
Cc1ccn(CC(=O)N2CCCC(N3CCN(c4ccc(F)cc4)CC3)C2)n1 (stereo not drawn)	·	-10%	8%	·	2%	·	-1.4%	-13%	-5%
CCCc1ccc(-c2csc(NC(=O)Cc3cccs3)n2)cc1	-8.1%	-3%	10%	7%	15%	-1.8%	3.3%	-2%	-2%
O=C(c1ccc2nc(-c3ccccc3)c(-c3ccccc3)nc2c1)N1CCCCC1	·	-2%	4%	12%	7%	12%	-1.9%	-1%	-6%
COc1ccc(C(CNC(=O)c2oc3ccc(OC)cc3c2C)N2CCCC2)cc1 (stereo not drawn)	·	·	·	10%	7%	-1.8%	·	-4%	·
O=c1/c(=C/c2ccc([N+](=O)[O-])cc2)sc2n1CCCN=2	-6.3%	-4%	-10%	8%	10%	2.8%	0.1%	8%	4%
Cc1c(C(=O)OCc2nc3scc(-c4ccccc4)c3c(=O)[nH]2)cccc1[N+](=O)[O-]	-3.7%	-4%	4%	9%	7%	?	0.1%	-7%	-4%
CCOC(=O)c1oc2ccc(/C=N/O)c(Cl)c2c1C	7.9%	-9%	24%	22%	12%	?	-1.7%	-13%	-1%
C=CCn1c(SCC(=O)NCc2ccco2)nnc1C1CCCCC1	·	·	·	11%	4%	-0.6%	·	-3%	·
CC1CSc2ccccc2NC1=S (stereo not drawn)	-8.2%	-4%	-7%	-1%	-1%	1.0%	1.0%	1%	-5%
Cc1ccccc1NC(=O)NNC(=O)COc1ccc2ccccc2c1	·	-10%	-2%	-18%	3%	1.2%	2.2%	0%	2%
COc1ccccc1N1CCN(C(=S)Nc2ccccc2)CC1	·	-4%	-16%	7%	12%	1.9%	0.6%	10%	-4%
O=[N+]([O-])c1ccc(-c2csc(N3CCCCCC3)n2)cc1	·	0%	-2%	14%	9%	3.4%	-0.9%	-1%	2%	Dengue-2 NS5 capping pilot replicate=-1.2
O=C(NC1CCCCCC1)C1c2ccccc2C(=O)N1Cc1cccnc1 (stereo not drawn)	-7.4%	-2%	-1%	6%	2%	1.8%	-1.3%	-3%	2%
O=C(CCN1C(=O)c2ccccc2C1=O)Nc1ccc(F)cc1F	-4.7%	-6%	-4%	2%	-2%	1.9%	0.6%	-2%	4%
CCCCN(C)C(=O)C1CCN(Cc2ccccn2)CC1	-1.3%	-1%	27%	8%	22%	0.7%	1.1%	8%	-1%
CCOC(=O)C1CCCN(S(=O)(=O)c2ccc3c(c2)C(C)(C)C(=O)N3C)C1 (stereo not drawn)	·	-13%	-2%	·	14%	0.1%	-0.1%	3%	2%
O=C(Nc1ccccn1)c1ccc2c(c1)OCO2	-5.4%	-5%	3%	10%	4%	-1.1%	0.0%	-4%	-1%
CC1(C)CC(=O)CC(=Nc2ccc(C(=O)O)cc2)C1	-3.6%	3%	50%	17%	12%	-0.4%	2.5%	-1%	7%
CC1CCN(C2=NC(=O)/C(=C/c3cn[nH]c3-c3ccccc3)S2)CC1	-6.3%	3%	4%	15%	-1%	5.9%	0.6%	-8%	-3%
CCc1nnc(NS(=O)(=O)c2ccc(NC(=O)c3cccc(OC)c3)cc2)s1	·	-8%	6%	4%	7%	7.2%	6.1%	7%	13%
CN1CCN(CC(=O)n2c3c(c4ccccc42)CCCC3)CC1	-2.4%	1%	6%	11%	4%	3.0%	1.8%	4%	5%
CCC(=O)Nc1ccc(S(=O)(=O)N2CCC(c3nc4ccccc4[nH]3)CC2)cc1	·	·	·	21%	1%	20%	·	1%	·

More results
SMILES	XIAP displacement	LYP inhibition	AID2073	Large T inhibition	Rac1 GTP hydrolysis	RSV antiviral HEp-2	HIV peptide binding	Dengue-2 NS5 capping	Siah-1 displacement	others
O=C1c2ccccc2C(=O)N1CCOc1cccc(Br)c1	·	-10%	-8%	19%	3%	2.1%	0.7%	-3%	4%
O=C(Cc1ccc(F)cc1)c1ccc(O)cc1O	0.9%	-6%	1%	18%	5%	1.1%	-1.1%	11%	-3%
CCN1/C(=C2\C(=O)N(C)C(=S)N2C)C=Cc2cc(OC)ccc21	-4.6%	-7%	-16%	13%	13%	0.5%	-2.7%	50%	3%
COC(=O)c1ccc(NC(=O)COC(=O)c2nc3nccc(C)n3n2)cc1	-7.6%	-3%	-4%	6%	·	-0.8%	-2.7%	·	-3%
c1ccc(C2=NNC(=NC3CC3)SC2)cc1	-24%	0%	-38%	11%	19%	-1.9%	-0.5%	-3%	3%
Cc1ccc(NC(=O)CN(C)S(=O)(=O)c2ccc3[nH]c(=O)oc3c2)c(C)c1	·	-11%	19%	11%	-22%	·	11%	-3%	-4%
Cc1cc(C(=O)Nc2ccccc2C(F)(F)F)no1	-24%	-6%	5%	4%	8%	1.1%	0.4%	1%	-2%
Cc1cccc(N2CCN(Cc3c(C)n(C)n(-c4ccccc4)c3=O)CC2)c1C	-5.4%	-4%	-2%	16%	1%	1.3%	-1.1%	-2%	0%
Cc1ccccc1NC(=O)CC1SC(=Nc2ccc(O)cc2)NC1=O (stereo not drawn)	·	-4%	-15%	8%	26%	-1.0%	-1.3%	-11%	-8%
CN(C)CCCN(C(=O)c1ccc(S(=O)(=O)N(C)C)cc1)c1nc2cc3c(cc2s1)OCO3	-1.6%	-2%	-7%	5%	9%	-0.2%	-2.0%	-15%	9%

Continued (2 carried over from the part before).
SMILES	XIAP displacement	LYP inhibition	AID2073	Large T inhibition	Rac1 GTP hydrolysis	RSV antiviral HEp-2	HIV peptide binding	Dengue-2 NS5 capping	Siah-1 displacement	others
Cc1ccccc1NC(=O)CC1SC(=Nc2ccc(O)cc2)NC1=O (stereo not drawn)	·	-4%	-15%	8%	26%	-1.0%	-1.3%	-11%	-8%
CN(C)CCCN(C(=O)c1ccc(S(=O)(=O)N(C)C)cc1)c1nc2cc3c(cc2s1)OCO3	-1.6%	-2%	-7%	5%	9%	-0.2%	-2.0%	-15%	9%
COc1ccc([C@H]2[C@H]3C=CC[C@@H](C)[C@@H]3C(=O)N2Cc2ccccc2)cc1Cl	·	-1%	4%	13%	6%	3.7%	1.0%	-5%	5%
Cc1ccc(Oc2ccccc2NC(=O)CSCC(=O)Nc2cc(C)on2)cc1	·	·	·	-2%	3%	1.0%	·	4%	·
CCOc1ccc2[nH]c(O)c(NC(C)=O)c2c1	-3.0%	-4%	3%	-2%	-3%	0.7%	0.8%	-6%	-2%
CCOC(=O)C1=C(O)/C(=C/c2cc(C)n(-c3ccccc3)c2C)N=C1C	·	-3%	-16%	24%	10%	2.8%	8.8%	-5%	5%
